NCI-60 one-dose screen, 48 h, at 10 µM unless noted. Numbers give growth in % (100 = growth as untreated, 0 = no growth, -100 = all killed).
SR = SR leukemia cells; 73,000 compounds, 8.7% hits
MDA-MB-468 = MDA-MB-468 breast cancer; 78,000 compounds, 8.5% hits
MDA-MB-231 = MDA-MB-231 breast cancer. 81,000 compounds, 5% hits
K-562 = K-562 leukemia; 78,000 compounds, 7.4% hits
BT-549 = BT-549 breast cancer; 78,000 compounds, 4.4% hits
MCF7 = MCF7 breast cancer. 82,000 compounds, 6.3% hits
HS 578T = HS 578T breast cancer. 78,000 compounds, 4.1% hits
T-47D = T-47D breast cancer. 79,000 compounds, 5% hits. AID 1794792
* = called active by the depositor. Rule for the calls: active = growth percent below 10; inactive = the rest.

What do the screens show for `O=C(O)c1ccc(-n2cc(CNc3cc(Cl)cc(C(F)(F)F)c3)c(-c3ccc(F)cc3)n2)cc1`?
SR: 93; MDA-MB-468: 107; MDA-MB-231: 102; K-562: 96; BT-549: 107; MCF7: 88; HS 578T: 102; T-47D: 98

Results for CCOC(=O)C(CCC(=O)c1ccccc1)(NC(C)=O)C(=O)OCC ?
SR: 117; MDA-MB-468: 92; MDA-MB-231: 102; K-562: 118; BT-549: 111; MCF7: 95; HS 578T: 101; T-47D: 83

How did N#Cc1cnn(C(=O)CSc2nnc3sc4ccccc4n23)c1N do in these assays?
SR: 102; MDA-MB-468: 108; MDA-MB-231: 102; K-562: 111; BT-549: 94; MCF7: 102; HS 578T: 96; T-47D: 103

How did O=C(CCl)NCCCN1CCN(CCCNC(=O)CCl)CC1 do in these assays?
SR: 77; MDA-MB-468: 104; MDA-MB-231: 111; K-562: 97; BT-549: 110; MCF7: 99; T-47D: 100

Results for CCCCN(CCCC)CCCO ?
SR: 113; MDA-MB-468: 106; MDA-MB-231: 116; K-562: 114; MCF7: 97; T-47D: 107

What do the screens show for `Cc1cc(Cl)cc(Cc2cc(Cl)cc(C)c2O)c1O`?
SR: 1.2*; MDA-MB-468: 50; MDA-MB-231: 1.1*; BT-549: 1.2*; MCF7: 22; HS 578T: 4.8*; T-47D: 14

What do the screens show for `O=C(Cn1nnnc1N1CCCC(C2CCCCO2)C1)N1CCc2ccccc21` (configuration not stated)?
SR: 104; MDA-MB-468: 98; MDA-MB-231: 109; K-562: 99; BT-549: 99; MCF7: 95; HS 578T: 102; T-47D: 104

How did CCCc1ccc(/C=C2\SC(=Nc3ccc(O)c(C(=O)OC)c3)NC2=O)cc1 do in these assays?
SR: 69; MDA-MB-468: 95; MDA-MB-231: 103; K-562: 83; BT-549: 99; MCF7: 71; HS 578T: 96; T-47D: 85

How did S=C1CCSC(=S)N1CCCN1C(=S)CCSC1=S do in these assays?
SR: 21; MDA-MB-468: 38; MDA-MB-231: 75; K-562: 29; BT-549: 89; MCF7: 21; HS 578T: 83; T-47D: 35

Results for N#Cc1c(N)sc(N)c1C#N ?
SR: 130; MDA-MB-468: 129; MDA-MB-231: 105; K-562: 124; BT-549: 116; MCF7: 101; HS 578T: 107; T-47D: 96

How did CCCCO[Si](OCCCC)(OCCCC)OCCCC do in these assays?
MDA-MB-468: 106; MDA-MB-231: 110; K-562: 100; BT-549: 120; MCF7: 99; HS 578T: 101; T-47D: 97

Results for O=C(Nc1ccc(N2CCN(Cc3ccccc3)CC2)cc1)c1cccs1 ?
SR: 84; MDA-MB-468: 116; MDA-MB-231: 91; K-562: 93; BT-549: 103; MCF7: 110; HS 578T: 105; T-47D: 87

What do the screens show for `CCCCN(CCCC)CCc1c(C)cc(C)c(CCN(CCCC)CCCC)c1O`?
SR: 26; MDA-MB-468: 0.3*; MDA-MB-231: 48; K-562: 21; BT-549: 43; MCF7: 13; HS 578T: 58; T-47D: 5.8*

How did Nc1[nH]n(-c2ccccc2)c(=O)c1/C=N/C(=S)NC1CCCCC1 do in these assays?
SR: 80; MDA-MB-468: 79; MDA-MB-231: 82; K-562: 81; BT-549: 86; MCF7: 86; HS 578T: 86; T-47D: 73

How did CCCC(=O)Oc1ccc(C(C)(C)C)cc1Br do in these assays?
SR: 105; MDA-MB-468: 100; MDA-MB-231: 105; K-562: 106; BT-549: 105; MCF7: 100; HS 578T: 104; T-47D: 103

What do the screens show for `NC(=O)c1n[nH]n2c1nc(=O)c1sc(-c3ccccc3)cc12`?
SR: 82; MDA-MB-468: 96; MDA-MB-231: 92; K-562: 90; BT-549: 90; MCF7: 81; HS 578T: 94; T-47D: 70

How did CCC(CC)CC1CCCCC1=O (configuration not stated) do in these assays?
SR: 98; MDA-MB-468: 98; K-562: 98; BT-549: 111; MCF7: 98; HS 578T: 101; T-47D: 104

How did NC(=S)NN=C1CCCCCCCC1 do in these assays?
SR: 92; MDA-MB-468: 89; MDA-MB-231: 117; K-562: 103; BT-549: 98; MCF7: 103; HS 578T: 106

What do the screens show for `CCOC(=O)c1oc2cc(O)cc(C)c2c1C`?
SR: 87; MDA-MB-468: 110; MDA-MB-231: 113; K-562: 110; BT-549: 76; MCF7: 104; HS 578T: 98

Results for O=C1CCC(N2Cc3c(NCc4ccc(-c5ccccc5)cc4)cccc3C2=O)C(=O)N1 (configuration not stated) ?
SR: 73; MDA-MB-468: -13*; MDA-MB-231: 22; K-562: 72; BT-549: 23; MCF7: 76; HS 578T: 52; T-47D: 41

Results for COc1cccc(-c2c(C#N)nnn2-c2cccc(Cl)c2)c1 ?
SR: 66; MDA-MB-468: 83; MDA-MB-231: 93; K-562: 87; BT-549: 92; MCF7: 98; HS 578T: 97; T-47D: 83

Results for COc1ccc(C2=C/C(=C\c3ccccc3)C(=O)NN2C(=S)NN)cc1 ?
SR: 76; MDA-MB-468: 76; MDA-MB-231: 98; K-562: 87; BT-549: 97; MCF7: 83; HS 578T: 96; T-47D: 87

What do the screens show for `CC1CCC[N+]2(CCCCC2)CC1` (configuration not stated)?
SR: 91; MDA-MB-468: 96; MDA-MB-231: 106; K-562: 99; BT-549: 97; MCF7: 96; T-47D: 100

Results for COc1cc(NC(=O)Nc2cccc(-c3cc(=O)c4c(OC)c(OC)c(OC)cc4o3)c2)cc(OC)c1OC ?
SR: 55; MDA-MB-468: 40; MDA-MB-231: 47; K-562: 40; BT-549: 32; MCF7: 41; HS 578T: 17; T-47D: 12

Results for CCOC(=O)C1=C(CN2CCCC2)N(C)C(=O)NC1c1ccccc1 (configuration not stated) ?
SR: 90; MDA-MB-468: 101; MDA-MB-231: 120; K-562: 99; BT-549: 103; MCF7: 88; HS 578T: 109; T-47D: 100

What do the screens show for `O=C1[C@@H]2Cc3c([nH]c4ccccc34)[C@@H](c3ccc(Cl)cc3)N2C(=O)CN1C1CCN(Cc2c(F)cccc2F)CC1`?
SR: -4.4*; MDA-MB-468: 40; MDA-MB-231: 66; K-562: 17; BT-549: 46; MCF7: 15; HS 578T: 54; T-47D: 57

How did C/C(=N\O)[C@H]1CC[C@H]2[C@@H]3CC[C@@H]4C/C(=N/O)CC[C@]4(C)[C@H]3[C@@](C)(O)C[C@]12C do in these assays?
SR: 80; MDA-MB-468: 98; MDA-MB-231: 96; K-562: 82; BT-549: 96; MCF7: 94; HS 578T: 100; T-47D: 79

What do the screens show for `O=C(CI)Nc1ccc(O)c2ccccc12`?
SR: -1.5*; MDA-MB-468: -72*; MDA-MB-231: -12*; K-562: -16*; BT-549: 44; MCF7: 0.8*; HS 578T: 33; T-47D: -52*

How did COc1cc2cn3c4ccc(O)cc4nc(N)c3c2cc1OC do in these assays?
MDA-MB-468: -32*; MDA-MB-231: 62; BT-549: 21; MCF7: 6.3*; T-47D: 12

How did COc1ccc2[nH]c(=O)c(CSc3ccccc3Nc3nccc(-c4ccc5c(c4)OCO5)n3)cc2c1 do in these assays?
SR: 67; MDA-MB-468: 66; MDA-MB-231: 94; K-562: 53; BT-549: 67; MCF7: 68; HS 578T: 89; T-47D: 52

What do the screens show for `Cc1cc(C)n(C2=NC(c3cccc([N+](=O)[O-])c3)c3sc4ccc(Cl)cc4c3N2)n1` (configuration not stated)?
SR: 75; MDA-MB-468: 92; MDA-MB-231: 81; K-562: 96; BT-549: 118; MCF7: 79; HS 578T: 100; T-47D: 87

What do the screens show for `COc1cc2c(c(O)c1OC)C1Cc3ccc(OC)c(OC)c3CN1CC2` (configuration not stated)?
SR: 89; MDA-MB-468: 91; MDA-MB-231: 83; K-562: 78; BT-549: 95; MCF7: 95; HS 578T: 97; T-47D: 91

What do the screens show for `Cn1c(-c2cnc3[nH]ncc3c2)nnc1N1CCC(c2cccc(F)c2F)CC1`?
SR: 100; MDA-MB-468: 99; MDA-MB-231: 99; K-562: 90; BT-549: 99; MCF7: 100; HS 578T: 97; T-47D: 96

What do the screens show for `COc1ccc(NC(=O)N=Nc2c(O)[nH]c3ccccc23)cc1`?
SR: 93; MDA-MB-468: 96; MDA-MB-231: 91; K-562: 97; BT-549: 94; MCF7: 86; HS 578T: 89; T-47D: 92

How did COc1ccc(C(=O)CSc2nc(Nc3ccc(S(N)(=O)=O)cc3)cc(-c3ccccc3)n2)cc1 do in these assays?
SR: 73; MDA-MB-468: 102; MDA-MB-231: 95; K-562: 54; BT-549: 115; MCF7: 94; HS 578T: 99; T-47D: 96

Results for COc1ccc(Nc2nc(/N=C/c3ccc(C)cc3)n[nH]2)cc1 ?
SR: 97; MDA-MB-468: 96; MDA-MB-231: 110; K-562: 102; BT-549: 110; MCF7: 101; HS 578T: 100; T-47D: 100

Molecules above that contain two or more sulfur atoms:
How did N#Cc1cnn(C(=O)CSc2nnc3sc4ccccc4n23)c1N do in these assays?
SR: 102; MDA-MB-468: 108; MDA-MB-231: 102; K-562: 111; BT-549: 94; MCF7: 102; HS 578T: 96; T-47D: 103

How did S=C1CCSC(=S)N1CCCN1C(=S)CCSC1=S do in these assays?
SR: 21; MDA-MB-468: 38; MDA-MB-231: 75; K-562: 29; BT-549: 89; MCF7: 21; HS 578T: 83; T-47D: 35

How did COc1ccc(C(=O)CSc2nc(Nc3ccc(S(N)(=O)=O)cc3)cc(-c3ccccc3)n2)cc1 do in these assays?
SR: 73; MDA-MB-468: 102; MDA-MB-231: 95; K-562: 54; BT-549: 115; MCF7: 94; HS 578T: 99; T-47D: 96

The main list resumes; the 3 compounds before the break are reprinted first.
What do the screens show for `COc1ccc(NC(=O)N=Nc2c(O)[nH]c3ccccc23)cc1`?
SR: 93; MDA-MB-468: 96; MDA-MB-231: 91; K-562: 97; BT-549: 94; MCF7: 86; HS 578T: 89; T-47D: 92

How did COc1ccc(C(=O)CSc2nc(Nc3ccc(S(N)(=O)=O)cc3)cc(-c3ccccc3)n2)cc1 do in these assays?
SR: 73; MDA-MB-468: 102; MDA-MB-231: 95; K-562: 54; BT-549: 115; MCF7: 94; HS 578T: 99; T-47D: 96

Results for COc1ccc(Nc2nc(/N=C/c3ccc(C)cc3)n[nH]2)cc1 ?
SR: 97; MDA-MB-468: 96; MDA-MB-231: 110; K-562: 102; BT-549: 110; MCF7: 101; HS 578T: 100; T-47D: 100

How did NC1(S(=O)(=O)O)C(=O)Nc2ccccc21 (configuration not stated) do in these assays?
SR: 99; MDA-MB-468: 109; MDA-MB-231: 98; K-562: 101; BT-549: 107; MCF7: 96; HS 578T: 94; T-47D: 95

Results for CCCSSSCCC ?
SR: 95; MDA-MB-468: 87; MDA-MB-231: 100; K-562: 101; BT-549: 102; MCF7: 90; HS 578T: 95; T-47D: 90

How did C=Cn1c(C(=O)c2c[nH]c3ccccc23)n[nH]c1=S do in these assays?
SR: 97; MDA-MB-468: 100; MDA-MB-231: 88; K-562: 89; BT-549: 123; MCF7: 76; HS 578T: 98; T-47D: 70

Results for CCCCSc1nc(N/N=C/c2cccc(Br)n2)c(C#N)c(-c2ccc(OC)cc2)n1 ?
SR: 66; MDA-MB-468: 108; MDA-MB-231: 96; K-562: 88; BT-549: 91; HS 578T: 104; T-47D: 73

What do the screens show for `CC(C)CCc1nc2ccc(NCc3ccccc3)cc2[nH]1`?
SR: 93; MDA-MB-468: 82; MDA-MB-231: 86; K-562: 71; BT-549: 89; MCF7: 87; HS 578T: 100; T-47D: 77

What do the screens show for `O=C(c1ccc(Cl)cc1)C1[C@H](c2ccc(Cl)cc2)[C@@H](c2ccccc2)NC12C(=O)Nc1ccc(Cl)cc12` (some centres not stated)?
SR: 26; MDA-MB-468: 40; MDA-MB-231: 44; K-562: 34; BT-549: 81; MCF7: 22; HS 578T: 71; T-47D: 39

What do the screens show for `[O-]/[N+](=C\c1ccc(Cl)cc1Cl)c1ccccc1`?
SR: 59; MDA-MB-468: 116; MDA-MB-231: 93; K-562: 83; BT-549: 104; MCF7: 85; HS 578T: 122; T-47D: 103

Results for COc1ccc(Cn2nc(-c3ccc(OC)c(OC)c3)c3c2CCc2cnoc2-3)cc1 ?
SR: 76; MDA-MB-468: 85; MDA-MB-231: 82; K-562: 94; BT-549: 107; MCF7: 90; T-47D: 101

What do the screens show for `CCCC(CCC)NCCOC(=O)c1ccc([N+](=O)[O-])cc1`?
SR: 95; MDA-MB-468: 100; MDA-MB-231: 116; K-562: 90; BT-549: 97; MCF7: 105; T-47D: 105

Results for O=C(C[C@@]1(O)C(=O)Nc2c(Cl)ccc(Cl)c21)c1ccc(C2CC2)cc1 ?
MDA-MB-468: -4.2*; MDA-MB-231: 45; K-562: 7.6*; MCF7: 17; HS 578T: 7.2*; T-47D: 40

How did N#CC(=Nc1cccc(F)c1)C1=C(O)c2ccccc2C1=O do in these assays?
MDA-MB-468: 75; MDA-MB-231: 85; K-562: 84; BT-549: 89; MCF7: 83; HS 578T: 100; T-47D: 83

What do the screens show for `Clc1ccccc1Nc1nnc(-c2c[nH]c3ccccc23)o1`?
SR: 16; MDA-MB-468: -22*; MDA-MB-231: 16; K-562: 6.8*; BT-549: 25; MCF7: 15; HS 578T: 18; T-47D: 27

How did O=C(Cn1nc(-c2ccccc2)ccc1=O)Nn1c(-c2ccc(Br)cc2)csc1=NC1CCCCC1 do in these assays?
SR: 52; MDA-MB-468: 62; MDA-MB-231: 69; K-562: 44; BT-549: 96; MCF7: 43; HS 578T: 72; T-47D: 24

How did COc1ccc(/C=C(/c2ccc([N+](=O)[O-])cc2)c2nn[nH]n2)c2ccccc12 do in these assays?
SR: 125; MDA-MB-468: 72; MDA-MB-231: 94; K-562: 91; BT-549: 98; MCF7: 74; HS 578T: 96; T-47D: 83

What do the screens show for `CC(=O)Nc1cccc(-c2nc3ccc(-c4ccc(O)cc4)cc3[nH]2)c1`?
SR: 56; MDA-MB-468: 65; MDA-MB-231: 87; K-562: 27; BT-549: 41; MCF7: 21; HS 578T: 63; T-47D: 26

What do the screens show for `O=C1CC2(CCOCC2)Oc2cccnc21`?
SR: 103; MDA-MB-468: 104; MDA-MB-231: 106; K-562: 108; BT-549: 114; MCF7: 97; HS 578T: 106; T-47D: 112

How did NC(=S)NN=C(c1ccc(O)cc1)c1ccc(O)cc1 do in these assays?
SR: 100; MDA-MB-468: 50; MDA-MB-231: 65; K-562: 68; BT-549: 108; MCF7: 98; HS 578T: 96; T-47D: 51

Bioassay records (PubChem)
